Bioassay records deposited in PubChem by several laboratories.
DAX1 inh-1: DAX1 (NR0B1) inhibitors, primary screen, cell-based, HEK293, Gal4-DAX1, luciferase luminescence; HEK293 Gal4-DAX1 luciferase reporter; AID 504766, 2011; inhibition, % at 6.75 µM; Nuclear receptor subfamily 0 group B member 1 (Homo sapiens), P51843; 340,000 tested, 0.99% active;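 active = inhibition above the mean over all tested compounds plus 3 SD, cut at about 4.2% in these data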;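 note: 0% = DAX1-transfected cells with DMSO and 100% = empty-vector control cells with DMSO; inhibition shows as a rise in luminescence from relieved DAX1 repression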
GC-A act: GC-A stimulated cGMP production enhancers – HEK293 GC-A cells, cGMP TR-FRET, EC30 ANP, primary screen. 0% at EC30 ANP, 100% saturating ANP. Atrial natriuretic peptide receptor 1 (Homo sapiens), P16066. activation, % at 10 µM. 370,000 tested, 0.14% active; in the data active = activation above about 40%
Target sequence (P16066 whole entry, looked up): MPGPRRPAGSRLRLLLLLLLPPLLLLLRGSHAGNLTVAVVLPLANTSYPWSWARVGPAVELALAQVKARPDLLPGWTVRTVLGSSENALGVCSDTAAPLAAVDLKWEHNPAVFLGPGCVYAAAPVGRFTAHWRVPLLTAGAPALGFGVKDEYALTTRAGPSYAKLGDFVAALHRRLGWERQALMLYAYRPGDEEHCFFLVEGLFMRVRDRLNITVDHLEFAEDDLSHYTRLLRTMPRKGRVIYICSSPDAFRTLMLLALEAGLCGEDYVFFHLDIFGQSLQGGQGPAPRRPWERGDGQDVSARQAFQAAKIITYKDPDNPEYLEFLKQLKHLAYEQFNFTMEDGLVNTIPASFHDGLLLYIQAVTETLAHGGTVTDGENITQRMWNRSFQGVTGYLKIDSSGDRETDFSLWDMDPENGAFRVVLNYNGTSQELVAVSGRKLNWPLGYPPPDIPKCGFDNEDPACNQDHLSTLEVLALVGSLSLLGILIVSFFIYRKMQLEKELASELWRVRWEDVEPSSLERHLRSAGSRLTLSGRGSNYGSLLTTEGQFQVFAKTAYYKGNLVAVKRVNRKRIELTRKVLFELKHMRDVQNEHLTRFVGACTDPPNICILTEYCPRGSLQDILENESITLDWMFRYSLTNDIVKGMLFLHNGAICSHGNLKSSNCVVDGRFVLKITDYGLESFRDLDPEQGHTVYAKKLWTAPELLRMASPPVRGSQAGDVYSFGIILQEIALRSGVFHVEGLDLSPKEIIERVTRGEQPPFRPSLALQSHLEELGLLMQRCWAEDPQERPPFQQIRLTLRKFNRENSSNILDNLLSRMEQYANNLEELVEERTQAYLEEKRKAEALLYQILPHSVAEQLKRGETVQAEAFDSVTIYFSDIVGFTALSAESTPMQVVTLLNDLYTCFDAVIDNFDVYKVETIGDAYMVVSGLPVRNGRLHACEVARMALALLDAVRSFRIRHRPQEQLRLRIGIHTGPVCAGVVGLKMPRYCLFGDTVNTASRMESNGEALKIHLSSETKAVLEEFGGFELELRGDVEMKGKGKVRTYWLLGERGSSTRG
ssDAF-12 act: S. stercoralis DAF-12 nuclear receptor activators, primary screen, cell-based, luminescence, HEK293, GRIP1 co-expression, lit1-tk-luc; HEK293 ssDAF-12/GRIP1 lit1-tk-luc reporter; % of 3 µM dafachronic acid response; activation, % at 6.8 µM; 370,000 tested, 1% active; AID 652126, 2013;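 active = activation above the mean over all tested compounds plus 3 SD, cut at about 0.9% in these data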;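 note: 0% = DMSO-only wells and 100% = 3 µM delta7-dafachronic acid wells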
DAX1 inh-2: DAX1 (NR0B1) inhibitors on StAR promoter, primary screen, cell-based, luminescence, SF-1 (NR5A1), full-length DAX-1; 370,000 tested, 1.1% active; HEK293T StAR-luciferase reporter, SF-1/DAX-1 repression relief; AID 652010, 2013; inhibition, % at 6.8 µM;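 active = inhibition above the mean over all tested compounds plus 3 SD, cut at about 3.6% in these data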;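 note: 0% = DAX-1 cells with DMSO and 100% = cells lacking DAX-1 with DMSO; higher inhibition means more luminescence from relief of DAX-1 repression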
GC-B act: human GC-B receptor activators, primary screen, HEK293 GC-B cells, cGMP TR-FRET, EC30 CNP. AID 1920062, 2024. activation, % at 10 µM. 0% at EC30 CNP, 100% saturating CNP. 370,000 tested, 0.11% active. Atrial natriuretic peptide receptor 2 (Homo sapiens), P20594;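 active = activation at 10 µM reaching about 35% in either raw or pattern-adjusted values, limit read from the data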
FXN GAA850 act: FXN promoter activators, primary screen, cell-based, luciferase luminescence, HEK293 lucGAA850; HEK293 lucGAA850 FXN promoter luciferase reporter, 24 h; percent of 10 µM SAHA response; activation, % at 6 µM; 360,000 tested, 0.56% active;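 active = activation above the average of all compounds screened plus 3 SD, cutoff fixed separately per campaign, cut at about 7.5% in these data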;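 note: 0% = DMSO wells and 100% = 10 µM SAHA wells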
SMARCA2 act: SMARCA2 (BRM) function activators, primary screen, cell-based, luminescence, high throughput; AID 652017, 2013; 370,000 tested, 1% active; activation, % at 9.1 µM; MG213 cells, MMTV-luciferase reporter, dexamethasone, overnight; in the data active = activation above about 7.8%;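 note: 0% = vehicle wells and 100% = reference activator wells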
ADAM10 inh: human ADAM10 inhibitors, primary screen, biochemical, QFRET, HTS; 370,000 tested, 0.62% active; inhibition, % at 7 µM; recombinant ADAM10, EDANS/DABCYL FRET peptide cleavage, 3 h; Disintegrin and metalloproteinase domain-containing protein 10 (Homo sapiens), O14672;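 active = inhibition above a per-campaign cutoff equal to the mean of compounds falling between control-based bounds plus 3 SD, cut at about 20% in these data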;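 note: 0% = DMSO wells while the 100% control is not disclosed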
hgDAF12 agonist: H. glycines DAF-12 receptor agonists, primary screen, cell-based, luminescence, HEK293, GAL4 fusion, UAS-luciferase | HEK293 GAL4-hgDAF12 UAS-luciferase reporter, agonist luminescence; normalized to butyrate control | activation, % at 6.8 µM | 370,000 tested, 1.8% active | AID 687014, 2013;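 active = activation above a cutoff set at the mean of all screened compounds plus 3 SD, cut at about 10% in these data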;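 note: 0% = DMSO wells and 100% = sodium butyrate wells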
hcDAF-12 act: H. contortus DAF-12 nuclear receptor activators, primary screen, cell-based, luminescence, HEK293, lit1-tk-luc reporter; 370,000 tested, 1.4% active; AID 652067, 2013; activation, % at 6.8 µM; HEK293 hcDAF-12 lit1-tk-luc reporter; 0% DMSO, 100% Δ7-dafachronic acid;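 active = activation above the mean of all tested compounds plus 3 SD, cut at about 5.5% in these data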;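 note: 100% = response to 3 µM Δ7-dafachronic acid high control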
sPLA2-III inh: human group III sPLA2 inhibitors, primary screen, biochemical, QFRET, BODIPY PC-A2 liposome substrate | QFRET BODIPY PC-A2 liposome hydrolysis, fluorescence | inhibition, % at 12.2 µM | 370,000 tested, 0.56% active | AID 743126, 2013;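 active = inhibition above mean plus 3 SD of compounds lying within the high and low control bounds, cut at about 19% in these data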;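 note: 0% = median of test compound wells and 100% = no enzyme DMSO wells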
The depositor's hits bear a star; . = not tested or not shown; & = joins results of further samples.

Results follow in this order: DAX1 inh-1	GC-A act	ssDAF-12 act	DAX1 inh-2	GC-B act	FXN GAA850 act	SMARCA2 act	ADAM10 inh	hgDAF12 agonist	hcDAF-12 act	sPLA2-III inh
1	COc1ccc(/C=C/C(=O)c2nc3ccccc3n2CC(=O)c2ccc(OC)cc2)cc1
  0.0	-13.1	-1.0	-1.3	-11.8	-1.2	-2.8	1.4	-1.9	2.0	-3.9
2	Cc1nc2c(ncn2-c2ccccc2)c(=O)n1NC(=O)CN1CCOCC1
  0.5	3.4	-0.4	-0.4	1.4	0.1	-2.1	1.2	-0.5	0.2	-4.7
3	CSc1ccc(Oc2cccc3c2S(=O)(=O)N(C2CC2)C[C@@H](COCc2ccccc2)O3)cc1C
  .	1.5	-1.7	-1.5	-1.4	.	-3.5	3.1	-1.4	-0.8	-6.8
4	O=C(NC(c1ccccc1)C(Cl)(Cl)Cl)c1ccccc1 (centres undefined)
  -0.2	-1.3	-1.7	-1.5	-9.6	1.5	-0.4	6.2	2.7	0.1	-4.5
5	CSc1nc(Cl)cc(=O)[nH]1
  -1.0	4.8	-1.1	-0.1	-5.0	0.9	-0.8	8.9	-1.0	-1.2	4.0
6	Cc1sc2ncn(CC(=O)N3CCOCC3)c(=O)c2c1-c1ccccc1
  -0.6	1.6	-1.8	0.9	10.0	-1.9	-1.0	-4.7	-2.6	-0.1	1.0
7	CC[C@H](NC(=O)[C@H](Cc1ccccc1)NC(=O)[C@H]1O[C@@H](n2cnc3c(=O)[nH]c(N)nc32)[C@H](O)[C@@H]1O)c1ccccc1
  .	0.2	-0.9	0.8	7.3	.	-4.4	-12.0	-0.4	-0.3	13.2
8	COc1ccc(C(CNC(=O)c2ccco2)N2CCCCC2)cc1 (centres undefined)
  .	-14.6	-0.6	0.4	-7.1	1.5	1.3	-6.1	6.3	0.2	-0.5
9	CC(C)C(=O)Nc1c(-c2ccc(Cl)cc2)c(=O)c2ccccc2n1C
  1.5	3.4	-1.4	-0.2	-3.8	-1.8	-0.1	-8.0	-3.7	2.9	2.5
10	CCOC(=O)Cc1cc(=O)c2c(=O)n(-c3ccccc3)[nH]c2[nH]1
  1.4	-2.0	-0.3	-0.7	2.4	-1.2	-4.1	11.3	-2.4	0.8	-3.4
11	Cc1ccc(S(=O)(=O)N2CCCC2C(=O)NCc2ccncc2)cc1 (centres undefined)
  0.2	2.5	-1.3	0.1	0.3	-1.6	-1.6	-9.9	0.0	-0.5	4.7
12	CCOC(=O)c1ccc(NC(=O)Cn2ncc(Cl)c(Cl)c2=O)cc1
  -0.3	60.7*	-1.9	-1.7	24.7	-12.8	-10.7	-4.6	-11.6	-1.8	2.8
13	Cc1cc(NS(=O)(=O)c2ccc(NC(=O)c3ccccc3F)cc2)no1
  -0.6	-0.2	-1.6	0.1	-3.4	0.7	3.4	1.6	-1.8	0.6	-6.0
14	CCCN(CC(=O)Nc1cc(Cl)ccc1Cl)C(=O)c1ccccn1
  0.2	-5.0	-1.4	1.7	-1.7	1.3	-0.8	3.0	2.2	-0.3	1.4
15	CC1CC(=O)Nc2ccccc2N1C(=O)Cn1cnc2ccc(Br)cc2c1=O (centres undefined)
  -0.6	0.8	-1.2	2.7	0.4	2.1	-0.4	-4.4	3.9	0.2	9.8
16	O=C(Nc1ccc(Cl)cc1)c1ccc(OCC2CCCO2)cc1 (centres undefined)
  -1.7	2.0	-0.9	0.0	1.1	3.2	-0.2	4.2	12.6*	-0.1	5.8
17	Cc1ccc(OCC(=O)OCC(=O)NC2CCCC2)cc1C
  1.5	0.8	-1.3	0.1	1.6	1.2	-1.4	-10.7	-1.0	2.6	3.3
18	Cn1cc(C(=O)c2cccc(Cl)c2Cl)cc1C#N
  0.6	2.9	-1.5	-0.3	-1.3	2.5	-1.2	0.2	-1.1	-2.8	-5.9
19	CC(C)(C)c1cc(/C=N/O)cc(C(C)(C)C)c1O
  -0.4	6.1	-1.7	0.3	4.3	1.7	-3.1	10.8	1.5	-3.2	-5.8
20	CCc1cc2c(=O)c(-c3nc(C)cs3)coc2cc1O
  2.2	-0.4	0.5	0.5	-4.3	4.2	4.3	-4.5	4.6	3.0	-6.8
21	COc1ccc(S(=O)(=O)N2CCCC(C(=O)N3CCN(c4ccccc4)CC3)C2)cc1Cl (centres undefined)
  -0.4	-1.4	-1.3	-1.5	6.6	0.1	-0.8	8.1	-2.4	-3.7	-13.8
22	COc1cccc(-c2cc(C(F)(F)F)nc(-n3cc(Cl)cn3)n2)c1
  -0.5	-8.7	-0.9	-0.3	-2.8	1.7	-5.9	-7.3	-1.5	-1.1	3.0
23	CC(C)(C)c1ccc(NC(=O)CNC2CCCc3ccccc32)cc1 (centres undefined)
  -1.1	-1.8	-1.6	-0.5	12.2	0.9	-1.6	4.1	-1.1	-1.1	-6.2
24	C#CC(=O)CCC1CCCN1C(=O)OC(C)(C)C (centres undefined)
  1.2	0.3	-1.1	-0.2	8.2	-1.8	0.3	-3.5	2.8	0.1	-2.9
25	O=C(c1ccc(Cl)cc1)N1CCCCC(Sc2nnc(-c3ccc4c(c3)OCO4)o2)C1=O (centres undefined)
  -1.8	-1.3	0.7	4.2*	-0.3	-4.6	4.3	-3.1	10.4*	6.9*	0.9
26	CC(=O)NC(Cc1ccccc1)C(=O)NC1CCN(C(=O)NCc2ccccc2)CC1 (centres undefined)
  -0.2	0.8	-1.2	-0.2	0.5	1.5	-1.8	-4.5	-1.1	-2.1	8.9
27	O=C(N/N=C/c1cccnc1)c1cc2c(ccc3ccccc32)o1
  -1.4	11.2	-2.0	-0.6	1.7	-0.7	-1.5	-48.3	-0.6	-2.7	-2.3
28	COc1ccc(S(=O)(=O)N2CCCCCC2)cc1NC(=O)Cc1ccccc1F
  -0.3	1.4	-0.8	0.5	4.2	2.1	-2.7	9.8	-3.6	-2.9	-9.8
29	O=S(N1CCCCCC1)C12CC3CC(CC(C3)C1)C2 (centres undefined)
  -0.3	-3.0	-0.9	0.7	-4.5	0.8	0.7	-0.2	-1.0	-1.8	-7.5
30	CC1(c2ccc3ccccc3c2)NC(=O)N(CC(=O)Nc2ncccc2O)C1=O (centres undefined)
  0.5	2.9	-0.6	0.1	-2.2	1.4	-2.5	-13.6	-1.4	1.4	-41.6

In the list so far, these have a furan ring, fused or not:
Results follow in this order: DAX1 inh-1	GC-A act	ssDAF-12 act	DAX1 inh-2	GC-B act	FXN GAA850 act	SMARCA2 act	ADAM10 inh	hgDAF12 agonist	hcDAF-12 act	sPLA2-III inh
8	COc1ccc(C(CNC(=O)c2ccco2)N2CCCCC2)cc1 (centres undefined)
  .	-14.6	-0.6	0.4	-7.1	1.5	1.3	-6.1	6.3	0.2	-0.5
27	O=C(N/N=C/c1cccnc1)c1cc2c(ccc3ccccc32)o1
  -1.4	11.2	-2.0	-0.6	1.7	-0.7	-1.5	-48.3	-0.6	-2.7	-2.3

The list continues:
Results follow in this order: DAX1 inh-1	GC-A act	ssDAF-12 act	DAX1 inh-2	GC-B act	FXN GAA850 act	SMARCA2 act	ADAM10 inh	hgDAF12 agonist	hcDAF-12 act	sPLA2-III inh
31	Cc1ccc(-c2csc(Nc3ccccc3)[n+]2CCc2ccccc2)cc1
  1.8	-2.5&0.1	0.6&-0.9	-0.1&-0.1	-1.7&3.5	0.3	-2.5&-1.7	-7.2&-1.6	0.4&2.5	-0.5&-0.9	3.5&-0.9
32	C=CCn1c(O)c(N=O)c2cc(C)ccc21
  1.3	2.7	-1.4	-0.3	0.3	1.2	-1.8	1.1	-3.7	-1.5	-43.0
33	C#CCOCCOCCOCCNc1nc(N2CCOCC2)nc(N2CCN(C(=O)[C@H](CC(N)=O)n3cc(C(N)[C@@H](C)CC)nn3)CC2)n1 (some centres undefined)
  1.1	-0.9	-1.6	-0.3	0.8	0.8	1.2	-1.5	0.1	-2.1	1.8
34	CCC(=O)N1c2ccc(S(=O)(=O)NC3CCCCC3)cc2CC1C (centres undefined)
  0.1	3.6	-1.3	-2.9	6.9	1.4	-4.4	0.1	-2.5	0.0	-5.5
35	CCCCNC(=O)COC(=O)c1c2c(nc3ccccc13)/C(=C/c1cccs1)CC2
  -1.8	19.3	-1.9	-2.5	-0.2	-0.4	1.8	-26.4	-2.4	-3.9	-12.4
36	N#Cc1nc(Cc2ccccc2)oc1NCc1cccnc1
  2.2	-2.5	-0.2	-0.5	-6.9	1.4	1.6	1.9	-0.2	-1.4	-4.1
37	Cc1cc(C)n(C(=O)c2cccc([N+](=O)[O-])c2C)n1
  0.7	3.2	-1.4	-0.1	-1.1	-0.1	0.1	-6.0	-1.6	-2.0	14.9
38	COc1ccc(C(c2nnnn2CC2CCCO2)N2CCN(c3ccc(F)cc3)CC2)cc1 (centres undefined)
  1.7	1.2	-0.9	-0.7	-1.6	-1.4	1.3	3.3	0.5	-0.6	4.0
39	CC1(C)CC(=O)NC=C(c2ccccc2)C1
  -0.3	-0.2	-1.6	-0.1	4.7	-2.6	1.6	1.6	0.3	-2.1	-0.8
40	O=C(Nc1ccccc1F)c1ccccc1-c1ccccc1
  0.5	-6.5	-0.7	-0.3	1.1	2.8	-2.7	-2.4	-2.4	-2.4	-0.3
